RAD52 anneal inh – blocks human RAD52 DNA annealing; AID 651710; inhibition, % at 18.7 µM; recombinant RAD52 DNA annealing, FRET fluorescence; actives 0.46% (n = 360,000);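 active means every replicate showing at least 50% inhibition; inconclusive means mean inhibition at least 50% but not in every replicate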
Target sequence (P43351 whole entry, looked up): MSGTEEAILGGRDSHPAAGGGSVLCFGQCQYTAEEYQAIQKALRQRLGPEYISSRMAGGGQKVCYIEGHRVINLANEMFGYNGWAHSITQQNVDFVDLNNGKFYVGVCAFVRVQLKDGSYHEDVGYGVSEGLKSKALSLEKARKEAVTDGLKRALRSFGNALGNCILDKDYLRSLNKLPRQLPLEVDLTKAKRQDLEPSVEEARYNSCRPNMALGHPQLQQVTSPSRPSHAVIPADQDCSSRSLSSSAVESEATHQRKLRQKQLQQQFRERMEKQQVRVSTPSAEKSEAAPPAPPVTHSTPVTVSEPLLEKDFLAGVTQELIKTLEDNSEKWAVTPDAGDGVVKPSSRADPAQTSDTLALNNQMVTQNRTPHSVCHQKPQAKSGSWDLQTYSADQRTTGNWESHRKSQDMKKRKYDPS
esBAF inh – blocks esBAF chromatin remodeling in mouse ES cells; Bmi1-luciferase knock-in reporter, 24 h; 100% = twice the neutral-well signal; reporter increase, % at 12.5 µM; actives 2% (n = 350,000); in the data active means activation above about 40%; inconclusive means no clear call, values can overlap the other calls;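 further: 0% = median of the plate's neutral control wells and 100% = double that signal; a rise in the Bmi1 reporter signal indicates esBAF inhibition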
E-selectin induc – induces E-selectin expression in human endothelial cells; P16581; HUVEC E-selectin immunofluorescence imaging; normalized: neutral wells 0, TNF-alpha wells 100; activation, % at 7.58 µM; actives 0.37% (n = 260,000); AID 686992;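 active means mean E-selectin-positive cell signal at least 10% of the positive control, reached in at least 60% of replicates, without over 20% cell loss; inconclusive means no rule given, readout overlaps actives, possibly toxicity-flagged; inactive means the rest, including those meeting only one limit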;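 further: in these data hits start at about 27%; measured in HUVEC primary endothelial cells; signal is the percent of cells scored E-selectin positive by PE staining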
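Test system: HUVEC | Signal: Immunofluorescence imaging | Read-out: Percent E-selectin-positive cells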
RAD54 inh – inhibitors of human RAD54 branch migration. Q92698. RAD54 Holliday junction branch migration, FAM/BHQ fluorescence. inhibition, % at 10.4 µM. actives 0.14% (n = 360,000). AID 602329;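 active means mean normalized replicate activity at least 40 and at least half of replicates scoring 40 or more; inconclusive means only one of the two criteria met; inactive means mean below 40 and under half of replicates reaching 40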;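 further: 0% = median of neutral control wells and 100% = median of positive control wells; inhibitors cause a drop in the FAM fluorescence signal; in these data hits start at about 50%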
PglD inh – blocks C. jejuni PglD acetyltransferase activity; purified PglD enzyme, DTNB colorimetric CoA detection; inhibition, % at 12.5 µM; actives 0.098% (n = 360,000); in the data active means inhibition above about 16%, passing the limit was not always enough; inconclusive means no clear call, values can overlap the other calls; further: strong numbers were not always called active
ERp5 inh – blocks human ERp5 reductase activity on insulin; ERp5 insulin aggregation, absorbance 650 nm, 90 min; AID 651711; Q15084; inhibition, % at 9.99 µM; actives 0.05% (n = 350,000);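 active means mean replicate inhibition above about 25%, with every replicate also reaching it, limit read from the data, passing the limit was not always enough; inconclusive means only one of those two criteria met; inactive means neither criterion met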
Casp6 inh – blocks human caspase-6 cleavage activity; P55212; inhibition, % at 12.5 µM; purified caspase-6, Z-VEID-R110 cleavage fluorescence; actives 0.53% (n = 350,000); AID 686996;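 active means mean inhibition across replicates at least about 35%, with every replicate also reaching that limit, limit read from the data; inconclusive means only one of the two criteria met; inactive means neither criterion met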;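 further: 0% = median of neutral control wells and 100% = no fluorescence left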
Target sequence (P55212 24-179 limits assumed): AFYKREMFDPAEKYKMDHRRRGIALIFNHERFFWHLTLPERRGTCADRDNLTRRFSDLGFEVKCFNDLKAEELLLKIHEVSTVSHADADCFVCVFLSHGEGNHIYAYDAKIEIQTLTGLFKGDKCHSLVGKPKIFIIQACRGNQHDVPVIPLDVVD
Target sequence (P55212 194-293 limits assumed): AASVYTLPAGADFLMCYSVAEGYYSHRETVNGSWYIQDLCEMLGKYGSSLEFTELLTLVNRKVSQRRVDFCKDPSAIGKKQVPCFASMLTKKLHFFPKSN
ARNT TACC3 PPI – disruptors of human ARNT/TACC3 interaction; inhibition, % at 9.99 µM; AlphaScreen His-ARNT PAS-B/GST-TACC3 binding, luminescence; TACC3 fragment carries E629A point mutation; actives 0.66% (n = 390,000); Q9Y6A5;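 active means mean inhibition of replicates at least 50% and at least half of replicates each reaching 50%; inconclusive means half or more replicates reach 50% but mean below 50%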;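 further: 0% = complete ARNT plus TACC3 wells and 100% = ARNT alone without TACC3; many hits fall short of the cut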
Starred values were filed as active, the others as inactive; ? = inconclusive; / = no result given; & = joins results of further samples.

SMILES	RAD52 anneal inh	esBAF inh	E-selectin induc	RAD54 inh	PglD inh	ERp5 inh	Casp6 inh	ARNT TACC3 PPI
Cc1noc(C)c1S(=O)(=O)N(C)C[C@@H]1Oc2ccc(NC(=O)CCCCCC(=O)Nc3ccccc3N)cc2CC(=O)N([C@H](C)CO)C[C@@H]1C	-21	-1	0.2	-17	-1	1	1	-29
NS(=O)(=O)c1ccc2nc(NC(=O)c3ccc4ncsc4c3)sc2c1	/	3	/	4	3	/	/	-4
Cc1noc(C)c1S(=O)(=O)N(C)C[C@H]1Oc2ccc(NC(=O)CCCCCC(=O)Nc3ccccc3N)cc2CC(=O)N([C@@H](C)CO)C[C@H]1C	-10	/	-0.1	/	/	-5	-4	/
C[C@H]1CN([C@@H](C)CO)C(=O)Cc2cc(NC(=O)CCCCCC(=O)Nc3ccccc3N)ccc2O[C@H]1CN(C)C(=O)Nc1ccc(C(F)(F)F)cc1	/	-1	/	-6	2	/	/	7
C[C@@H]1CCCCO[C@H](CN(C)C(=O)CCC(F)(F)F)[C@H](C)CN([C@@H](C)CO)C(=O)c2cc(NC(=O)c3ccccc3)ccc2O1	19	4	-0.2	1	-1	0	-1	-1
COc1cccc(C(=O)OCC(=O)Nc2sc3c(c2C(N)=O)CCC3)c1O	-24	7	/	5	-4	9	41*	/
O=C(N[C@@H](Cc1cccnc1)C(=O)N1CCC[C@H]1C(=O)NC1CCCC1)c1ccc(Cl)c(Cl)c1	-15	/	0.1	/	/	8	0	/
CNC[C@H]1Oc2ncc(-c3cccc(F)c3)cc2C(=O)N([C@@H](C)CO)C[C@H]1C	9	5	0.6	5	-2	-2	-1	0
C[C@@H]1CCCCO[C@H](CN(C)Cc2ccc(C(F)(F)F)cc2)[C@H](C)CN([C@H](C)CO)C(=O)c2cc(NC(=O)Cc3ccccc3)ccc2O1	/	-1	-0.1	1	2	/	/	3
CC(C)OC(=O)C(CC(=O)O)N1CCOCC1 (centres undefined)	-5	-2	/	13	1	2	1	-9

Brought forward from above: three compounds, followed by the next part.
SMILES	RAD52 anneal inh	esBAF inh	E-selectin induc	RAD54 inh	PglD inh	ERp5 inh	Casp6 inh	ARNT TACC3 PPI
CNC[C@H]1Oc2ncc(-c3cccc(F)c3)cc2C(=O)N([C@@H](C)CO)C[C@H]1C	9	5	0.6	5	-2	-2	-1	0
C[C@@H]1CCCCO[C@H](CN(C)Cc2ccc(C(F)(F)F)cc2)[C@H](C)CN([C@H](C)CO)C(=O)c2cc(NC(=O)Cc3ccccc3)ccc2O1	/	-1	-0.1	1	2	/	/	3
CC(C)OC(=O)C(CC(=O)O)N1CCOCC1 (centres undefined)	-5	-2	/	13	1	2	1	-9
Cc1ccc(C(=O)NCCn2cc(SCC(=O)Nc3nnc(C)s3)c3ccccc32)cc1	10	58*	0.0	3	-5	-6	-1	2
Cc1cccc(S(=O)(=O)N2[C@@H]3CNC[C@H]2C3c2ccc(-c3cncnc3)cc2)c1 (some centres undefined)	2	/	0.1	/	/	-4	-1	/
O=C(c1ccncc1)N1CCN(S(=O)(=O)c2cccc(F)c2)CC1	-17	5	12	-14	-2	0	-1	-13
COc1ccccc1/C=C/C=N/NC(=O)Cc1cccs1	/	/	-0.1	7	-1	/	/	-7
O=C(O)c1ccc(NS(=O)(=O)c2ccc(Cl)c(C(=O)Nc3ccccc3[N+](=O)[O-])c2)cc1	-14	-3	/	0	-6	3	6	-4
O=C(NC(c1ccc(Cl)cc1)c1ccccn1)C1CCN(CCOc2ccc(Cl)cc2Cl)CC1 (centres undefined)	-29	1	-0.3	2	7	-2	-5	/
CSCCC(C(=O)Nc1c(C)cccc1C)n1c(-c2cc(C)cs2)nc2ccccc21 (centres undefined)	-11	/	-0.1	/	/	-8	1	/
Cc1ccc(Nc2nc(N)nc(CSc3ncccn3)n2)cc1	/	26	/	10	-8	/	/	-4
CCOc1ccc(C2C3=C(CC(C)(C)CC3=O)N(CC(=O)O)C3=C2C(=O)CC(C)(C)C3)cc1OCC	-16	-10	0.3	-4	4	-4	1	-5
O=C(NC1CCCC1)N[C@H]1C=C[C@H](CC(=O)N2CCOCC2)O[C@@H]1CO	-5	3	-0.2	-17	4	-1	5	-5
COc1cccc(NC(=O)C2COc3ccccc3O2)c1 (centres undefined)	-12	16	-0.2	0	-1	-1	2	-4
CCCC1=C(C(=O)OCC)C(c2c(C)nn(-c3ccccc3)c2Cl)C(C#N)=C(N)O1 (centres undefined)	/	-5	/	-9	4	/	/	2
COc1ccccc1CN(C)CC(=O)Nc1cccc2ccccc12	-5	0	0.1	-1	3	4	-7	2
COc1ccccc1CNC(=O)CN(C)S(=O)(=O)c1ccc2c(c1)c(=O)n(C)c(=O)n2C	-12	-6	0.4	2	-3	-6	6	-112
CCn1cc(CN2CCC(n3nccc3NC(=O)CCCc3ccccc3)CC2)c(C)n1	-7	-1	/	-2	1	2	-1	0
CCn1c(=O)c2sccc2n(CC(=O)NC2CCCCC2)c1=O	-18	-7	/	-11	2	0	-6	-2
CCOC(=O)N1CCN(S(=O)(=O)c2ccc3[nH]c(=O)oc3c2)CC1	-23	-19	0.5	/	/	8	1	-13
N#C[C@H]1[C@@H](c2ccccc2)[C@@H](CO)N1C(=O)c1cccnc1	-11	1	0.2	-16	2	-2	0	-17
CC(C)NC(=O)N(C)C[C@H]1Oc2ccc(NC(=O)Cn3cnnn3)cc2C(=O)N([C@H](C)CO)C[C@@H]1C	-5	-1&-2	-8.7	16	-3	4	-5	-1
CCOC(=O)c1ccc(N2CCOCC2)c(NC(=O)c2c(-c3ccccc3)noc2C)c1	-7	/	0.7	-10	5	-1	0	/
O=C(O)C1CC=CCC1C(=O)NCCc1cccc(Cl)c1 (centres undefined)	/	1	/	1	0	/	/	-10
C[C@@H]1CN([C@H](C)CO)C(=O)c2cccc(NC(=O)c3ccncc3)c2O[C@@H]1CN(C)C(=O)Nc1ccc2c(c1)OCO2	-18	23	-8.7	3	-2	13	2	1
Cc1ccc(NC(=O)CC2NCCN(Cc3ccccc3)C2=O)cc1 (centres undefined)	-21	/	0.1	3	-3	6	-1	-2
O=C(CC1NCCc2ccccc21)Nc1ccc(Oc2ccccc2)cc1 (centres undefined)	-29	-14	/	-3	0	1	5	-9
CCN(CC)S(=O)(=O)c1ccc(-c2csc(C)n2)s1	-16	3	-0.4	-9	4	1	3	-4
CC(=O)Nc1ccc(SC[C@H](CC(C)C)N2CCN(CCc3ccccc3)CCC2=O)cc1	-5	1	-0.2	-2	5	-1	-2	-2
O=C(O)c1ccc(Nc2nc(-c3ccccc3)cs2)cc1	-8	/	/	/	/	0	6	0
O=C(Cn1ncc2c([nH]c3ccccc32)c1=O)Nc1ccc(CN2CCCCC2)cc1	/	-1	/	-17	-2	/	/	-1
CCCC(=O)NCCCCNC(=O)CCC	/	-5	/	0	1	/	/	-7
CCN(CC(=O)Nc1c(F)cccc1F)C(=O)c1ccc(S(=O)(=O)N(CC)c2ccccc2)cc1	-4	-3	/	5	-4	-5	0	-2
Cc1ccc(NC(=O)c2ncn[nH]2)cc1	-21	-6	/	/	/	-1	0	-4
Cc1ccccc1C(=O)Nc1cc(NC(=O)c2ccccc2C)cc(C(=O)O)c1	-10	-8	0.0	4	6	4	0	0
Cc1noc(C)c1NC(=O)Nc1ccc2c(c1)C(=O)N([C@H](C)CO)C[C@H](C)[C@@H](CN(C)Cc1ccncc1)O2	9	4	?	-28	4	14	-2	0
COc1cccc(-c2cnc3c(NC(C)=O)cc(-c4ccccc4OC)cn23)c1	-31	-5	-0.1	1	0	-1	-3	/
Cc1cc(NC(=O)c2cncc(Br)c2)no1	/	5	/	-10	-2	/	/	-1
C=CCSc1nc2ccccc2n1S(=O)(=O)c1ccc(Cl)cc1	/	0	/	4	-3	/	/	-4
CCCC#Cc1ccc2c(c1)[C@@H]1[C@@H](CCN1S(=O)(=O)c1ccccc1OC)[C@@H](CO)N2	-31	/	0.3	/	/	1	-1	/
CC(C)OC(=O)CC1=NC(=O)CS1	/	-10	/	11	-3	/	/	-5
CCCc1c(NC(=O)Nc2ccc(F)cc2)cnn1-c1ccccc1	4	/	-0.2	/	/	3	-2	-2
O=C(C[C@H]1C=C[C@@H](NS(=O)(=O)c2cccc(F)c2)[C@@H](CO)O1)N1CCCCC1	-9	-2	0.6	-3	2	-3	1	/
CSc1ncccc1C(=O)OCC(=O)c1ccc(Cl)s1	2	7	/	2	14	-9	6	/
CC(=O)c1cccc(NC(=O)CC(C)n2ccnc2)c1 (centres undefined)	-7	1	0.3	7	-4	0	-2	-2
O=C(COc1cc(F)ccc1[N+](=O)[O-])N1N=C(c2cccs2)CC1c1ccco1 (centres undefined)	-9	19	-0.4	/	/	-13	5	/
O=C(N[C@@H]1CC[C@H](CCn2cc(-c3ccccn3)nn2)O[C@H]1CO)c1ccccc1	-1	2	-0.4	-3	7	-6	2	76*
C[C@H]1CN([C@@H](C)CO)C(=O)c2cc(NS(=O)(=O)c3cccs3)ccc2O[C@H]1CN(C)C(=O)Nc1cccc2ccccc12	-1	-1	0.0	-8	-1	4	-2	2
COCCNC(=O)CN1C(=O)NC2(CCOc3ccccc32)C1=O (centres undefined)	-8	-1	/	-2	1	7	-168	1
Cc1cc(C(=O)CSc2nnnn2-c2ccc(Cl)cc2)c(C)n1CC1CCCO1 (centres undefined)	/	5	/	0	-3	/	/	-1
COc1ccccc1C#Cc1ccc2c(c1)[C@@H]1[C@@H](CCN1C(=O)c1ccncc1)[C@H](CO)N2	-12	/	0.4	/	/	-4	7	/
COCCn1cnnc1SCC(=O)Nc1sccc1C(N)=O	-17	/	4.0	/	/	0	0	5
COc1ccc(N2CCN(C(=O)c3ccc(CS(=O)c4cccc(C)c4)o3)CC2)cc1 (centres undefined)	4	1	/	1	11	-2	1	4
Continuation.
SMILES	RAD52 anneal inh	esBAF inh	E-selectin induc	RAD54 inh	PglD inh	ERp5 inh	Casp6 inh	ARNT TACC3 PPI
C[C@@H]1CCCCO[C@H](CN(C)C(=O)c2ccncc2)[C@H](C)CN([C@H](C)CO)C(=O)c2cc(NS(=O)(=O)c3ccc(F)cc3)ccc2O1	16	3	-0.1	-7	-4	-6	-3	1
Cn1nc(-c2ccc(C(=O)N3CCN(CCO)CC3)cc2)c2ccccc2c1=O	/	-4	-2.5	3	-5	/	/	0
CN1CCN(C(c2cccc(Cl)c2)c2ccccc2Cl)CC1 (centres undefined)	12	/	1.9	/	/	0	-2	/
Cc1ccc(NC(=O)CSc2nnc(C3COc4ccccc4O3)o2)c(Cl)c1 (centres undefined)	-1	/	/	/	/	1	1	10
CCOCc1nc(N)[nH]c(=O)c1Cc1ccc(OC(C)C)cc1	/	-6	/	3	4	/	/	-2
CCOc1cc(S(=O)(=O)NCc2ccccc2)ccc1Br	-9	2	/	-4	2	2	1	-19
Cc1ccc(C(=O)N/N=c2\oc3ccccc3cc2C(N)=O)cc1	-13	1	/	0	-3	1	1	-4
COCC(=O)Nc1nc2n(n1)C(c1ccccc1)CC(c1ccc(OC)cc1)N2 (centres undefined)	/	8	/	16	-2	/	/	9
CC(C)(C)[S@](=O)N1Cc2cc(C(=O)NCc3ccccc3F)nc(-c3cccc(-c4cccnc4)c3)c2[C@@H]1CCO	23	3	0.5	-5	-2	-5	4	3
O=[N+]([O-])c1ccc(SCc2ccncc2)nc1	-7	-2	0.0	-10	4	2	-2	12
O=C(COc1ccc(-n2ccnc2)cc1)Nc1cccc(F)c1	-4	-5	/	4	4	1	-4	5
COc1ccc(NC(=O)Nc2ccc3c(c2)CC(=O)N([C@@H](C)CO)C[C@H](C)[C@@H](CN(C)Cc2ccc(-c4ccccc4)cc2)O3)cc1	2	-7	1.0	-5	2	9	0	-8

High-throughput results (PubChem BioAssay)

No enrichment for hits, and some 3.2% of all compounds hit somewhere here.
